RXFP1 agonist: RXFP1 (human) receptor agonism; Q9HBX9; HEK293T-RXFP1 cAMP TR-FRET, 30 min; response scale: percent of porcine relaxin response, buffer zero; Potency, µM (highest dose often 57.5 µM), for inactives: at the top dose activation, hits mostly activators; actives 0.3% (n = 370,000); AID 2676; active = well fitted activation curve with a large enough effect; inconclusive = small, poorly fitted or top-dose-only effect; note: potency is the fitted concentration of half-maximal effect; % is set by controls: 0 for no effect and ±100 for the full control effect; nearly all actives have a fitted effect of over 60% in size; many of its hits are not listed in these tables
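HEK293T cells stably expressing RXFP1 were pretreated with the PDE4 inhibitor Ro 20174, exposed to compounds for 30 min at 37C, lysed, and cAMP was read by TR-FRET. Data normalized to buffer (basal) and 29 nM porcine relaxin (100%).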
D2 ag: activates the human D2 dopamine receptor; activation, % at 2 µM; P14416; actives 0.53% (n = 340,000); HEK293 T-REx D2 cells, calcium flux agonist mode;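 active = activation over 3 SD above normal in the single-dose calcium agonist read, cut at about 30% in these data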; note: 0% is about no effect
Target sequence (P14416 whole entry, looked up): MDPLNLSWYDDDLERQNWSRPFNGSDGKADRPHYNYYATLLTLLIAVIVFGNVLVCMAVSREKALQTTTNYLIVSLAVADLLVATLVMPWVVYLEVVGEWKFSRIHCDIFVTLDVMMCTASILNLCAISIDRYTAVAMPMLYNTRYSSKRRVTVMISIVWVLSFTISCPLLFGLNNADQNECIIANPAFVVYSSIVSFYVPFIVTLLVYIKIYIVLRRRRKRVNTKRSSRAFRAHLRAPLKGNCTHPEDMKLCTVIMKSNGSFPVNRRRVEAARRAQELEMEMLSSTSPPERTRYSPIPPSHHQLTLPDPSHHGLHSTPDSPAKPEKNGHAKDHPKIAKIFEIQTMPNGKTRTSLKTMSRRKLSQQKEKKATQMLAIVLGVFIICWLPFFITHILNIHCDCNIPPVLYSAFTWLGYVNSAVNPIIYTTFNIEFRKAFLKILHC
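Tetracycline-induced HEK293 Trex cells with D2 receptor force-coupled to calcium signaling, plated overnight at 30 C and loaded with no-wash calcium dye. Calcium flux read kinetically for 180 s after compound addition; responses flag agonists.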
D2 antag: antagonizes the human D2 dopamine receptor. P14416. AID 485344. actives 2% (n = 340,000). HEK293 TREx D2 cells, calcium flux, dopamine EC80. inhibition, % at 10 µM; in the data active = inhibition above about 30%; note: 0% is about no effect
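Overnight-induced (tetracycline, 30 C) HEK293 T-REx cells carrying force-coupled D2 receive a no-wash calcium dye, then compound, then EC80 dopamine at 180 s; signals are read kinetically throughout.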
RXFP1 antagonist: blocks the human relaxin receptor RXFP1. actives 0.59% (n = 350,000). HEK293-RXFP1, relaxin-stimulated cAMP HTRF, 30 min; stronger effect = lower value. AID 1259400. activity change, negative = inhibition, % at 57.5 µM;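 active = activity change of -60% or lower, but not beyond a set lower limit; inconclusive = change between -60% and -40%, or beyond the set limit; inactive = change above -40%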; note: % is set by controls: 0 for no effect and ±100 for the full control effect
D1 antag: human D1 dopamine receptor antagonism | P21728 | HEK293 TREx D1 cells, calcium flux, dopamine EC80; stronger effect = lower value | activity change, negative = inhibition, % at 10 µM | actives 3.2% (n = 360,000) | AID 504652; in the data active = activity change below about -30%; note: % is set by controls: 0 for no effect and ±100 for the full control effect
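Allosteric or orthosteric antagonism assessed as attenuation of the calcium response to EC80 dopamine, added 180 s after compound, in induced HEK293 Trex D1 cells loaded with no-wash calcium dye.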
D1 PAM: enhances dopamine response at the human D1 receptor; actives 0.036% (n = 360,000); HEK293 TREx D1 cells, calcium flux, dopamine EC20 potentiation; P21728; AID 504651; potentiation, % at 10 µM; in the data active = potentiation above about 30%; note: 0% is about no effect
D2 PAM: D2 dopamine receptor (human) potentiation | P14416 | HEK293 T-REx D2, calcium flux, EC20 dopamine potentiation | potentiation, % at 10 µM | actives 0.34% (n = 340,000) | AID 485347;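 active = potentiation over 3 SD above the plate norm, cut at about 30% in these data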; note: 0% is about no effect
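Tetracycline-induced HEK293 T-REx cells force-coupled to calcium signalling expressed D2; compounds were pin-added after a 10 s baseline, read kinetically 180 s, then an EC20 dopamine challenge followed with a further 180 s calcium read.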
D1 ag: activates the human D1 dopamine receptor | P21728 | activation, % at 2 µM | actives 1% (n = 360,000) | AID 504660 | HEK293 T-REx D1 cells, calcium flux, agonist mode; in the data active = activation above about 30%; note: 0% is about no effect
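Inducible HEK293 T-REx D1 cells, force-coupled to calcium signalling, were plated at 4000 cells/well with tetracycline and held overnight at 30 C. After no-wash calcium dye loading, compound-evoked calcium rise over 180 s flagged agonists.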
TRHR enhancer: allosterically enhances the human TRH receptor; P34981; TRHR cells, fluo-8 calcium fluorescence, EC20 TRH enhancement; enhancement, % at 2 µM; actives 0.66% (n = 360,000); AID 493056; in the data active = enhancement above about 30%; note: 0% is about no effect
Target sequence (P34981 whole entry, looked up): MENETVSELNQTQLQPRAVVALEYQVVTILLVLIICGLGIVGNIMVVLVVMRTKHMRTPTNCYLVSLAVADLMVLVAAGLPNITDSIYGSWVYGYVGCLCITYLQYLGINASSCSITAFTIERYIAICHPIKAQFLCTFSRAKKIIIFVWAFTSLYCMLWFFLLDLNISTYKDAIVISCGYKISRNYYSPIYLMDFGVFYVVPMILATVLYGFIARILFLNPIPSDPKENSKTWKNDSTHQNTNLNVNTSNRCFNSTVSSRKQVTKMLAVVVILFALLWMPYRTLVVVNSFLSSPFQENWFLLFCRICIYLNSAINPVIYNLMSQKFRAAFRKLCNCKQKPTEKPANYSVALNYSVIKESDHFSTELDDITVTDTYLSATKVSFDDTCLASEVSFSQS
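Enhancer read-out: after compound pinning and an initial kinetic agonist-mode read, an EC20 of TRH (10 nM final) was injected and fluo-8 calcium signal (Ex 480/Em 530) followed at 1 s/cycle for 100 cycles in TRHR-expressing cells.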
* hit, by the source's call; u = inconclusive; x = not tested or not shown.

The line under a structure holds: TRHR enhancer	D1 PAM	D1 antag	D2 antag	D1 ag	D2 ag	D2 PAM	RXFP1 antagonist	RXFP1 agonist
Cc1cc(NC(=O)c2ccc3c(c2)OCO3)ccc1NC(=O)c1ccco1
  5	0	6	-11	7	-0.7	-9	0	-1.7%
CCOC(=O)c1ccc(NC(=O)CSc2cn(CC(=O)N3CCCC3)c3ccccc23)cc1
  2	-2	2	x	1	0.6	2	-8	21%
COc1cc(NC(=S)N2CCN(c3ccccn3)CC2)c(OC)cc1Cl
  -5	-2	-9	12	2	34*	-9	0	3.1%
COc1cc(OC)cc(-c2nnc(SCC(=O)N3CCCc4ccccc43)o2)c1
  20	6	2	2	7	-1.2	7	-5	3.1%
CCOC(=O)C1CCC(CN(Cc2ccc(Cl)cc2)S(=O)(=O)c2cc(Cl)cc(Cl)c2)CC1 (stereo not drawn)
  -1	-1	-4	x	2	-0.1	-4	0	-0.9%
CO/N=C/C(C#N)=C/c1cc(C(=O)c2ccc(F)cc2)cn1C
  -6	-2	-20	0	2	-0.2	18	22	1.0%
CCN(CC)S(=O)(=O)c1ccc(C(=O)NCCc2ccccn2)cc1
  1	3	-1	-9	3	-1.2	-4	-9	2.3%
C(#Cc1ccccc1)CN1CCOCC1
  6	8	-3	5	2	-0.2	x	-2	-0.2%
Cc1nn(S(=O)(=O)c2cccs2)c(C)c1Sc1ccc([N+](=O)[O-])cc1
  -9	5	-5	12	0	0.4	-2	-5	3.3%
CCc1cccc(CC)c1NC(=O)COC(=O)c1cccc(S(=O)(=O)N2CCc3ccccc3C2)c1
  -3	-4	2	-8	8	-0.2	8	11	0.1%

The list continues:
The line under a structure holds: TRHR enhancer	D1 PAM	D1 antag	D2 antag	D1 ag	D2 ag	D2 PAM	RXFP1 antagonist	RXFP1 agonist
CCCCNC(=O)NS(=O)(=O)c1ccc(NS(=O)(=O)c2ccccc2)cc1
  1	0	2	-7	2	-0.2	3	-7	0.5%
CCc1ccc(OCCNC(=O)c2cc(SC)ccc2Cl)cc1
  -3	-2	-15	-25	5	-1.4	-5	-4	0.9%
Cc1[nH]c2ccc(C(=O)OC(C)C(=O)NCc3ccccc3)cc2c1C (stereo not drawn)
  -6	-9	-18	3	0	-0.5	-2	1	0.6%
CC(NC(=O)c1sc2cc([N+](=O)[O-])ccc2c1Cl)C(C)(C)C (stereo not drawn)
  2	2	24	-6	2	-0.5	1	-23	-0.8%
Cn1c(SCc2ccc(F)cc2)nnc1-c1ccncc1
  -4	0	5	8	1	0.4	1	4	-1.1%
O=C(Nc1cccnc1)c1cc(-c2ccco2)on1
  -12	0	11	-19	2	0.3	-14	25	4.5%
CC(=O)c1c(C)[nH]c(C(=O)CN2C(=O)NC(C)(CCC(C)C)C2=O)c1C (stereo not drawn)
  8	3	6	-13	0	0.4	7	-3	3.9%
O=c1c2c([nH]c3ccccc13)CCCCC2
  4	-4	12	3	1	0.5	-3	11	2.4%
Nc1nc(N)c(S(=O)(=O)c2ccccc2)c(Nc2ccc(F)cc2)n1
  4	-2	3	x	-1	-0.5	-1	x	0.6%
COc1ccc(/C(C)=N/NC(=O)C2C3CCCCC32)c(OC)c1 (stereo not drawn)
  10	-7	4	-7	0	-0.5	10	-2	-0.9%

Reprinted from the part before: three compounds, then new ones.
The line under a structure holds: TRHR enhancer	D1 PAM	D1 antag	D2 antag	D1 ag	D2 ag	D2 PAM	RXFP1 antagonist	RXFP1 agonist
O=c1c2c([nH]c3ccccc13)CCCCC2
  4	-4	12	3	1	0.5	-3	11	2.4%
Nc1nc(N)c(S(=O)(=O)c2ccccc2)c(Nc2ccc(F)cc2)n1
  4	-2	3	x	-1	-0.5	-1	x	0.6%
COc1ccc(/C(C)=N/NC(=O)C2C3CCCCC32)c(OC)c1 (stereo not drawn)
  10	-7	4	-7	0	-0.5	10	-2	-0.9%
O=C(CCCc1ccccc1)c1ccccc1
  -3	-4	2	-12	3	-0.1	26	-17	2.4%
O=C(Nc1ncc2c(n1)CC(c1ccco1)CC2=O)c1ccccc1 (stereo not drawn)
  -2	2	-10	-1	0	0.3	-1	-2	1.4%
Brc1cc(Cc2nnc(-c3ccccc3)o2)c(Br)s1
  -6	-2	7	x	14	x	x	u	0.6%
Cc1ccc(C(=O)NC(N2CCCC2)C(Cl)(Cl)Cl)cc1 (stereo not drawn)
  -8	-6	6	0	1	-0.1	-3	-6	1.2%
CCOc1ccc(-n2c(O)c(/C=N/Nc3nnc(C)c(=O)[nH]3)c3ccccc3c2=O)cc1
  2	-4	-7	-12	6	11	-2	-18	-1.8%
CCOC(=O)C(=O)Nc1ccc(S(=O)(=O)Nc2ncccn2)cc1
  2	1	8	-6	-2	-0.4	-6	1	1.0%
COc1ccccc1NC(=O)C1=C(C)Nc2nc(SCC(=O)c3ccc(C)cc3)nn2C1c1ccccc1C (stereo not drawn)
  -5	-2	4	x	0	-1.3	-1	0	3.0%
O=C(NC1(C(F)(F)F)N=C2SCCN2C1=O)c1ccco1 (stereo not drawn)
  -3	1	2	9	4	0.6	-1	5	-0.3%
Cc1coc2c1c(C)cc1oc(=O)c(CC(=O)N[C@@H](CC(C)C)C(=O)O)c(C)c12
  -10	4	0	-14	2	-0.3	1	6	12%
CCn1c(SCC(=O)NC(C)c2ccccc2)nc2ccccc21 (stereo not drawn)
  -7	-4	-16	1	1	-1.0	-4	5	0.6%

Among those listed so far, these contain a nitro group on carbon:
The line under a structure holds: TRHR enhancer	D1 PAM	D1 antag	D2 antag	D1 ag	D2 ag	D2 PAM	RXFP1 antagonist	RXFP1 agonist
Cc1nn(S(=O)(=O)c2cccs2)c(C)c1Sc1ccc([N+](=O)[O-])cc1
  -9	5	-5	12	0	0.4	-2	-5	3.3%
CC(NC(=O)c1sc2cc([N+](=O)[O-])ccc2c1Cl)C(C)(C)C (stereo not drawn)
  2	2	24	-6	2	-0.5	1	-23	-0.8%

A different layout for 2 compounds above:
SMILES	TRHR enhancer	D1 PAM	D1 antag	D2 antag	D1 ag	D2 ag	D2 PAM	RXFP1 antagonist	RXFP1 agonist
O=C(CCCc1ccccc1)c1ccccc1	-3	-4	2	-12	3	-0.1	26	-17	2.4%
O=C(Nc1ncc2c(n1)CC(c1ccco1)CC2=O)c1ccccc1 (stereo not drawn)	-2	2	-10	-1	0	0.3	-1	-2	1.4%

Next records follow.
The line under a structure holds: TRHR enhancer	D1 PAM	D1 antag	D2 antag	D1 ag	D2 ag	D2 PAM	RXFP1 antagonist	RXFP1 agonist
CCN(CC)C(=O)CSc1nnc(-c2ccco2)n1Cc1ccco1
  1	4	6	4	0	0.1	-4	-4	3.1%
CN(C)CCSc1nnc(-c2ccccc2)o1
  -3	-7	-9	-5	3	0.6	-5	-9	-0.3%
CC(C)n1c(N2CCN(CC(=O)NCc3cccs3)CC2)nc2ccccc21
  3	3	11	-17	1	0.2	13	-8	-0.6%
CCNC(=O)CCC(=O)Nc1cc(Cl)ccc1C
  15	-6	-21	7	2	0.3	6	4	-1.1%
COc1ccc(Cl)cc1CNCCCSc1ncccn1
  5	-10	5	9	7	-0.9	1	-12	0.9%
Cc1csc(NC(=O)CCCC(=O)O)c1-c1nc2ccccc2s1
  4	6	2	-19	2	-0.9	12	4	7.9%
CC(=O)N1CCN(C(=S)NCCc2ccccc2)CC1
  -2	-2	-10	13	0	-0.1	1	1	3.2%
O=C(CSc1cccc(C(F)(F)F)c1)NCc1ccccc1
  0	-5	0	-10	1	0.8	5	-8	2.9%
Cc1cc(C(=O)NNC(=O)c2ccc(C(F)(F)F)cc2)no1
  6	8	2	19	1	0.8	1	10	5.7%
O=C(O)c1cc(CN2CCOCC2)oc1-c1ccccc1
  2	-4	-1	-22	2	0.4	-4	12	0.1%

The list goes on:
The line under a structure holds: TRHR enhancer	D1 PAM	D1 antag	D2 antag	D1 ag	D2 ag	D2 PAM	RXFP1 antagonist	RXFP1 agonist
CCCCSCCCNC(=O)c1ccc2c(c1)N(CC)C(=O)c1ccccc1S2=O (stereo not drawn)
  -9	-9	-5	30*	8	0.6	-28	-8	7.2%
Cc1ccc(CNC(=O)c2cccc3c2C(=O)c2ccc(N4CCCCC4)cc2S3(=O)=O)cc1
  12	5	17	15	97*	11	5	x	1.2%
O=C(NCC1CCCO1)c1ccc(-c2cccc(C(F)(F)F)c2)o1 (stereo not drawn)
  -6	8	1	3	1	0.1	0	-9	0.6%
COC(=O)c1c(-c2ccc(Cl)cc2)noc1N1CCN(c2ccc(F)cc2)CC1
  -3	-2	-10	x	1	-0.3	-6	1	-3.3%
CC(CN1CCN(C)CC1)OC(=O)c1ccccc1 (stereo not drawn)
  2	-8	-6	x	4	x	x	-21	-5.3%
CC(C)=NNc1nc2c(c(=O)[nH]c(=O)n2C)n1CCc1ccccc1
  -5	-4	2	7	-1	0.7	-10	-70*	-0.2%
CCCN(C(=O)Cc1c(C(=O)O)n(C)c2ccccc12)c1cccc(C)c1
  9	-6	-9	-15	2	-0.5	-6	9	0.0%
Cc1ccc(N2CCN(C(=O)c3cnn(-c4ccc(C)c(C)c4)c3C3CCNCC3)CC2)c(C)c1
  9	-5	3	x	82*	-0.1	6	x	-2.5%
O=C(NCCCCCCOC1=NS(=O)(=O)c2ccccc21)C(=O)Nc1ccccc1
  1	-3	-8	-1	11	-0.4	4	-14	0.1%
CCOC(=O)c1c(C)[nH]c(C)c1S(=O)(=O)N(C)CC(=O)NCc1ccc(Cl)cc1
  -2	-6	-26	x	2	-1.6	10	-3	-0.3%

Compound activity: PubChem, National Center for Advancing Translational Sciences (NCATS)

Some of the compounds tested; rates above refer to the full screens.
